High-throughput results as filed in PubChem BioAssay.
HTT ATP protect – protects HTT-Q103 PC12 cells, measured by ATP | PC12 HTT-Q103 induced, cytoprotection, ATP luminescence, 40 h | Potency, µM (titrated, usually from 56.4 µM), without a hit: cytoprotection (ATP increase), hits mostly activators | 0.14% of 230,000 active | AID 1471;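 also: % of control where 0% means no effect; nearly all actives have a fitted effect of over 45% in size; toxic huntingtin expression switched on by the ecdysone agonist tebufenozide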
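Huntington model: PC12 line, ecdysone-inducible HTTQ103 exon1–GFP, tebufenozide 100 nM. Test articles in a dose series. Endpoint luminescence from cellular ATP.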
IMPase Li cell – cell-permeable IMPase inhibitors with lithium potentiation; CHO-M1 cells, IP1 TR-FRET (IP-One), carbachol + lithium; Potency, µM (top dose mostly 59.4 µM), for inactives: top-dose activity, negative = IMPase inhibition, hits mostly inhibitors; 0.35% of 210,000 active; AID 1457;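 also: IP1 builds up when IMPase is blocked and the TR-FRET signal falls; plate controls were basal vehicle for no effect and high inhibitor control for full effect; nearly all actives have a fitted effect of over 50% in size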
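CHO cells stably expressing M1 receptor (2000/well, cultured 16–30 h) treated 30 min at 37C with compound plus low lithium. Cytosolic IP1 by TR-FRET (665/620 ratio and 620 channel) after 10 min lysis; AC50 by Hill fit.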
GAA glycogen – alters human alpha-glucosidase cleavage of glycogen; 0.38% of 300,000 active; recombinant GAA, glycogen substrate, Amplex Red glucose oxidase fluorescence; AID 2100; Potency, µM (titrated, usually from 76.4 µM), for inactives: at the highest dose activity change, negative = inhibition, hits mostly inhibitors;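 also: 0% = full enzyme reaction and -100% = no-enzyme basal signal; the screen sought inhibitors and activators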
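Natural-substrate format: glycogen cleavage by 4 nM human enzyme, glucose read by Amplex Red coupling (Ex 573, Em 610 nm). Normalized to enzyme and no-enzyme controls.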
GAA inhib – inhibitors of human lysosomal alpha-glucosidase. purified human GAA, 4-MU-alpha-glucoside fluorescence. Potency, µM (top dose mostly 76.9 µM), inactives show at the highest dose activity change, negative = inhibition, usual class: inhibitors. AID 1466. P10253. 0.005% of 200,000 active;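 also: plate controls were uninhibited enzyme wells for no effect and no-enzyme background for full effect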
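Endpoint fluorogenic read: 20 min room-temperature reaction of 4 nM human alpha-glucosidase with 400 uM 4-methylumbelliferyl-alpha-D-pyranoside, pH 5.0, quenched with 1M NaOH/1M glycine pH 10. AC50 from Hill modeling.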
GoLoco inh red – blocks human Gai1 binding to RGS12 GoLoco peptide, red readout | AID 880 | Gai1:RGS12 GoLoco peptide FP, rhodamine, 10 min | 0.44% of 230,000 active | Potency, µM (top dose mostly 61.6 µM), for inactives: at the top dose activity, negative = inhibition, actives largely listed as inhibitors; active = well fitted inhibition curve with a large enough effect, not every such curve was filed as active; inactive = no such curve, though single readings can be large or run the other way; also: % is scaled to controls: 0 for no effect and ±100 for the full control effect; nearly all actives have a fitted effect of over 30% in size; many of its hits are not listed in these tables
Target sequence (P63096 whole entry, looked up): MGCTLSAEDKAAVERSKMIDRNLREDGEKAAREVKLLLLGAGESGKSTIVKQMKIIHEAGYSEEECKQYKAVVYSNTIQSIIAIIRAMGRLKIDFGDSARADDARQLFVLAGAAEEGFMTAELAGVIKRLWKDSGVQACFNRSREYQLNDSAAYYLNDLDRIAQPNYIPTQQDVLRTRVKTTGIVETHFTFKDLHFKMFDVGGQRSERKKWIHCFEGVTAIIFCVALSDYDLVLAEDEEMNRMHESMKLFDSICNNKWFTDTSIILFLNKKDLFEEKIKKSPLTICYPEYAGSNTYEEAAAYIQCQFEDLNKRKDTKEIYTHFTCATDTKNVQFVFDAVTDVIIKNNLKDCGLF
aGlu spleen mod – inhibits or activates alpha-glucosidase in human spleen homogenate. P10253. human spleen homogenate, 4-MU-alpha-glucoside fluorescence. Potency, µM (titrated, usually from 79.9 µM), inactives show at the top dose activity change, negative = inhibition, usual class: inhibitors. 0.006% of 240,000 active;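 also: 0% = enzyme with vehicle and -100% = no enzyme basal signal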
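Human spleen homogenate (1 ug) incubated with compounds and 1 mM 4-methylumbelliferyl-alpha-D-glucopyranoside in pH 5.0 citrate/phosphate buffer, 37 C, 40 min. Stopped at pH 10; 4-MU fluorescence (Ex 365/Em 440 nm); AC50 by Hill fit.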
HTT aggregate – inhibitors of mutant huntingtin aggregate formation in PC12 cells; PC12 HttQ103-GFP aggregates, Acumen cytometry, 40 h; Potency, µM (top dose mostly 46.1 µM), without a hit: top-dose activity change, negative = inhibition, actives largely listed as inhibitors; 1.1% of 220,000 active; AID 1688; also: % is scaled to controls: 0 for no effect and ±100 for the full control effect; nearly all actives have a fitted effect of over 60% in size
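Inducible Q103 Huntingtin exon 1–GFP PC12 line, 1500 cells/well in phenol red free DMEM with 5% equine and 5% calf serum. Tebufenozide 100 nM induced expression; compounds titrated; aggregates quantified by cytometry.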
* hit, by the source's call; u = inconclusive; x = not tested or not shown; & = joins results of further samples; [ ] = dose if it differs, or a comment. Unless noted, calls follow the shape of the dose curve; as a rule, active = well fitted curve in the direction sought with a large enough effect; inconclusive = small, poorly fitted or top-dose-only effect, or another doubt; inactive = no such curve, though single readings can be large; an effect the other way counts as inactive or inconclusive. Potency is read from the fitted curve at half-maximal effect. Some of the compounds tested; the hit share may differ from the screen's.

(1) O=C1/C(=C/c2cccs2)COc2ccccc21
(2) COC(=O)c1ccc(NC(=O)CSc2nc(C)cc(=O)[nH]2)cc1
(3) Nc1ncncc1-c1ccc([N+](=O)[O-])cc1
(4) c1ccc2c(c1)OCC(CNc1ncnc3nc[nH]c13)O2 (centres undefined)
(5) CCOc1ccc(S(=O)(=O)n2c(C)nc3ccccc32)cc1

assay / entry,1,2,3,4,5
HTT ATP protect,23%[10 µM],7%,u,22%[10 µM],2%
IMPase Li cell,2%,-11%[38.3 µM],-6%[38.3 µM],4%,-1%
GAA glycogen,15%,1%,4%,-2%,9%
GAA inhib,1%,-5%,1%,u,4%
GoLoco inh red,10%,-5%,4%,1%,1%
aGlu spleen mod,-8%,-13%,-8%,3%,-1%
HTT aggregate,-9%,5%[9.22 µM],-11%,-29%,-15%

(6) O=C(c1cnccn1)N1CCC2(CC1)CN(c1ncccn1)C2
(7) CCn1c2ccccc2c2cc(/C=N/n3cn[nH]c3=S)ccc21
(8) C[n+]1ccn(CC(=O)c2ccc(Br)cc2)c1
(9) Cc1cc(N/C(=N\S(=O)(=O)c2ccc(F)cc2F)c2ccccc2)no1
(10) Cc1ccc(/C=N\NC(=O)C2CN(S(=O)(=O)c3ccccc3)CCN2S(=O)(=O)c2ccccc2)cc1 (centres undefined)

assay / entry,6,7,8,9,10
HTT ATP protect,-37%[inhibitor],-26%,x,5%,10%[10 µM]
IMPase Li cell,6%,1%[38.3 µM],-2%,20%[38.3 µM],2%
GAA glycogen,x,u,3%,5%,3%
GAA inhib,x,3%,-5%,4%,-6%
GoLoco inh red,2%,-1%,5%,0%,-9%
aGlu spleen mod,3%,-10%,-12%,5%,1%
HTT aggregate,x,-13%,-4%,-2%,-5%

(11) CCOC(=O)c1cnn2c(C(F)(F)F)cc(-c3ccco3)nc12
(12) CCN1C(=O)/C(=C\N2CCN(c3ccc(F)cc3)CC2)SC1=S
(13) Cc1ccsc1/C=N/NC(=O)c1ccc(Cn2cc(Br)cn2)o1
(14) CCCOc1ccc(N2C(=O)CC(N3CCN(S(=O)(=O)c4ccccc4)CC3)C2=O)cc1 (centres undefined)
(15) Cc1ccc(S(=O)(=O)N(C)Cc2ccc(C(=O)NN=C(CC(C)C)CC(C)C)cc2)cc1

assay / entry,11,12,13,14,15
HTT ATP protect,-14%[10 µM],7%,x,-18%,18%[10 µM]
IMPase Li cell,-3%[38.3 µM],12%[38.3 µM],-1%,-5%[38.3 µM],13%
GAA glycogen,-21%,-3%,-5%,0%,-11%
GAA inhib,u,3%,-6%,-5%,u
GoLoco inh red,9%,22%,8%,-2%,2%
aGlu spleen mod,15%,-7%,11%,-6%,6%
HTT aggregate,16%,-5%,-5%,6%[9.22 µM],-18%

(16) Cc1nn(CCS(=O)(=O)c2ccc(Cl)cc2)c(C)c1Br
(17) COc1ccc(-c2ccc(NCCC3=CCCCC3)nn2)cc1OC
(18) CCOC(=O)N1CCN(C(c2ccc(F)cc2)c2sc3nc(C)nn3c2O)CC1 (centres undefined)
(19) CSc1ccc(/C=N/Nc2nc(C)cc(=O)[nH]2)cc1
(20) CN(C)c1ccc(/C=N/NC(=O)c2cccc(C(=O)N/N=C/c3ccc(N(C)C)cc3)n2)cc1

assay / entry,16,17,18,19,20
HTT ATP protect,1%[10 µM],-23%[10 µM],4%[10 µM],-77%[inhibitor],23%[10 µM]
IMPase Li cell,x,-13%[38.3 µM],-18%[38.3 µM],8%,5%
GAA glycogen,6%,-10%,5%,-1%,-16%
GAA inhib,x,-6%,-2%,0%,7%
GoLoco inh red,-6%,16%,0%,16%,1%
aGlu spleen mod,0%,-6%,-10%,3%,-3%
HTT aggregate,-6%[9.22 µM],-1%,-8%,11%,0%[9.22 µM]

(21) CN(Cc1nc(-c2cccs2)no1)CC1(N2CCOCC2)CCCCC1
(22) O=C(NCc1ccc(Cl)cc1)c1cc(-c2cccs2)on1
(23) CCOc1ccc(NC(=O)CSc2nnc(-c3ccccc3)n2N)cc1
(24) CCOc1ccc(C(=O)Nc2cccc(SC)c2)cc1
(25) Cc1nc2ccc(NC(=O)c3cccc(S(=O)(=O)N4CC(C)OC(C)C4)c3)cc2s1 (centres undefined)

assay / entry,21,22,23,24,25
HTT ATP protect,22%[10 µM],-18%,-29%,x,-44%[10 µM]
IMPase Li cell,13%,-6%[38.3 µM],-9%[38.3 µM],-8%,20%[38.3 µM]
GAA glycogen,-1%,1%,6%,-8%,1%
GAA inhib,-2%,1%,-9%,-9%,1%
GoLoco inh red,10%,8%,-2%,12%,18%
aGlu spleen mod,0%,-6%,3%,5%,-3%
HTT aggregate,-10%[9.22 µM],-8%,7%,-9%,-21%

(26) COC(=O)c1cccc(NC(=O)NC(=O)c2ccccc2Cl)c1
(27) CCCCC/C=C\CC(O)/C=C/c1cccc(CC(O)CCCCO)n1 (centres undefined)
(28) COC(=O)c1oc2ccc(Br)cc2c1NC(=O)CCN1CCOCC1
(29) Cc1ccc(S(=O)(=O)c2c(N)n(NC(=O)c3ccccc3C)c3nc4ccccc4nc23)cc1
(30) COc1ccc(CNc2n[nH]c(NCc3ccc(OC)c(OC)c3)n2)cc1OC

assay / entry,26,27,28,29,30
HTT ATP protect,-31%[10 µM],7%&17%,-33%,-22%,6%
IMPase Li cell,x,10%&-10%&1%,-14%[38.3 µM],21%[38.3 µM],15%[38.3 µM]
GAA glycogen,2%,x,-7%,9%,22µM*
GAA inhib,x,x,-3%,-4%,2%
GoLoco inh red,1%,-112%&-9%&-4%,0%,-8%,6%
aGlu spleen mod,5%,-7%&7%&6%,-4%,-6%,3%
HTT aggregate,-17%[9.22 µM],x,-12%,-26%,-19%

(31) Cc1ccc(CNC(=O)CCc2nc3ccccc3c(=O)[nH]2)cc1
(32) Cc1cc(NC(=O)COC(=O)c2ccccc2S(=O)(=O)N(C)c2ccccc2)no1
(33) CCOC(=O)c1ccc(NC(=O)NCc2ccccc2OC)cc1
(34) COc1cc(/C=N/NC(=S)Nc2cccc(C(=O)O)c2)ccc1O
(35) CCCCOc1nc(N2CCOCC2)nc(C)c1[N+](=O)[O-]

assay / entry,31,32,33,34,35
HTT ATP protect,-12%,-21%,-9%,19%[10 µM],-20%[10 µM]
IMPase Li cell,-5%[38.3 µM],1%,9%,10%,x
GAA glycogen,6%,4%,17%,u,-4%
GAA inhib,5%,0%,-8%,-9%,x
GoLoco inh red,-5%,9%,6%,2%,17%
aGlu spleen mod,-18%,7%,0%,-9%,4%
HTT aggregate,-6%,11%,u,-3%,-7%[9.22 µM]

(36) c1coc(CNC2C3CC4CC(C3)CC2C4)c1 (centres undefined)
(37) CCOC(=O)c1[nH]c(C)c(C(=O)N2CCN(c3ccccc3OC)CC2)c1C
(38) Cc1cc(C)c2c3c(oc2n1)C(=O)N(c1cccc(Cl)c1)CC(=O)N3
(39) CC1=C(C(=O)Nc2ccccc2)C(c2ccccc2)N2C(=O)CSC2=N1 (centres undefined)
(40) C/C(=N\OCc1ccc(C#N)cc1)c1cc2ccccc2o1

assay / entry,36,37,38,39,40
HTT ATP protect,13%,-13%,8%[10 µM],-11%,3%[10 µM]
IMPase Li cell,19%[38.3 µM],1%,x,-2%[38.3 µM],x
GAA glycogen,9%,-25%,6%,9%,-2%
GAA inhib,1%,-6%,x,-5%,x
GoLoco inh red,-5%,4%,23%,8%,2%
aGlu spleen mod,-4%,9%,4%,0%,1%
HTT aggregate,8%[9.22 µM],2%,-21%[9.22 µM],-10%,0%[9.22 µM]

Filtered by structure: the compounds so far containing a thiophene ring, fused or not (four)
(1) O=C1/C(=C/c2cccs2)COc2ccccc21
(13) Cc1ccsc1/C=N/NC(=O)c1ccc(Cn2cc(Br)cn2)o1
(21) CN(Cc1nc(-c2cccs2)no1)CC1(N2CCOCC2)CCCCC1
(22) O=C(NCc1ccc(Cl)cc1)c1cc(-c2cccs2)on1

assay / entry,1,13,21,22
HTT ATP protect,23%[10 µM],x,22%[10 µM],-18%
IMPase Li cell,2%,-1%,13%,-6%[38.3 µM]
GAA glycogen,15%,-5%,-1%,1%
GAA inhib,1%,-6%,-2%,1%
GoLoco inh red,10%,8%,10%,8%
aGlu spleen mod,-8%,11%,0%,-6%
HTT aggregate,-9%,-5%,-10%[9.22 µM],-8%

The listing continues.
(41) O=C(NCc1ccco1)c1noc2c1CCCCC2
(42) N#CCC(CNc1ncc(C(F)(F)F)cc1Cl)OC(=O)c1cccc(C(F)(F)F)c1 (centres undefined)
(43) COCCNC(=S)Nc1ccccc1[N+](=O)[O-]
(44) CCn1nc(CC(=O)Nc2nnc(CC(=O)N3CCCCC3)s2)c2ccccc2c1=O
(45) c1ccc2c(c1)CCN(c1nc3ccccc3n3cnnc13)C2
(46) Cc1ccc(NC(=O)CN(C)Cc2ccc(Cl)cc2)cc1
(47) CC(C)C(Nc1ncnc2c1oc1ccccc12)C(=O)O (centres undefined)

assay / entry,41,42,43,44,45,46,47
HTT ATP protect,24%[10 µM],-8%[10 µM],3%,9%,-37%,-16%,-7%[10 µM]
IMPase Li cell,15%[38.3 µM],-9%,6%,-15%[38.3 µM],0%[38.3 µM],3%,-5%
GAA glycogen,-1%,-16%,-8%,3%,-35%,6%,18%
GAA inhib,-7%,-15%,0%,u,0%,-2%,x
GoLoco inh red,9%,5%,1%,-19%,-7%,4%,5%
aGlu spleen mod,-2%,-17%,-5%,-4%,6%,0%,0%
HTT aggregate,-15%,-11%,4%,15%[9.22 µM],2%,3%,-25%[9.22 µM]

Compound profiles (already shown). Order of values: HTT ATP protect, IMPase Li cell, GAA glycogen, GAA inhib, GoLoco inh red, aGlu spleen mod, HTT aggregate
Cc1ccc(NC(=O)CN(C)Cc2ccc(Cl)cc2)cc1 across the screens: -16%, 3%, 6%, -2%, 4%, 0%, 3%
CCn1nc(CC(=O)Nc2nnc(CC(=O)N3CCCCC3)s2)c2ccccc2c1=O across the screens: 9%, -15%[38.3 µM], 3%, u, -19%, -4%, 15%[9.22 µM]
